CHO-K1 Ca antag – M1 antagonist counterscreen hit in parental CHO-K1 cells | 0.6% of 360,000 active | AID 602250 | ATP-induced calcium, Fluo-8 fluorescence | inhibition, % at 3 µM;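 active = inhibition above a per-plate cutoff, the plate's mean sample inhibition plus 3 SD, cut at about 24% in these data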;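 note: 0% = DMSO plus EC80 ATP and 100% = DMSO alone without ATP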
M1 PAM parental – counter-screen for M1 PAMs: effect in parental CHO-K1 cells. ATP EC20, Fluo-8 calcium fluorescence; 0% at ATP EC20, 100% at ATP max. activation, % at 3 µM. 0.02% of 360,000 active;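 active = activation above the run cutoff, the mean activation of all test compounds plus 3 SD, cut at about 40% in these data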;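 note: peak over basal fluorescence ratio in a 140 s read after ATP addition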
OXTR potentiate – potentiates the human oxytocin receptor response. P30559. CHO-OTR cells, Fluo-8 calcium fluorescence, potentiator mode; 0% = oxytocin EC15, 100% = EC100. activation, % at 3 µM. 0.061% of 320,000 active. AID 2445;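 active = activation above that plate's cutoff, the mean activation of tested compounds plus 3 SD, cut at about 6.6% in these data, passing the limit was not always enough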;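 note: 100% uses oxytocin at 75 nM as the full agonist control; some results filed as inactive read as strong as hits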
Target sequence (P30559 whole entry, looked up): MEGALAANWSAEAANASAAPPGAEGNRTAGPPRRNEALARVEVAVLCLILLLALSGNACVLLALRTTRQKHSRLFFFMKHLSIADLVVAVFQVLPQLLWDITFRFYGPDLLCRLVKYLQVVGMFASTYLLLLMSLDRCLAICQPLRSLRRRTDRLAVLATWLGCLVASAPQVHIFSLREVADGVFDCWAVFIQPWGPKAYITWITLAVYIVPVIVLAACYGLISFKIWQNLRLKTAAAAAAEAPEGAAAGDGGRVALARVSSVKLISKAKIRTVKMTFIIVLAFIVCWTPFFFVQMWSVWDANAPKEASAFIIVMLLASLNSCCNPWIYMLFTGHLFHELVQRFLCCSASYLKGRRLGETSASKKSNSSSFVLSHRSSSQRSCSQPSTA
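Dosing: Single dose, 3.0 µM nominal final compound concentration | Material: Human OTR in CHO cells | Technique: Kinetic Fluo-8 calcium fluorescence | Benchmarks: EC15 oxytocin alone as 0%, 75 nM oxytocin as 100% | Probe or stimulus: Oxytocin at about EC15, sub-maximal agonist stimulus | Incubation: Compound 6 min at room temperature before oxytocin, 100 s read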
GPR7 antag – human neuropeptides B/W receptor 1 antagonism; 1.1% of 290,000 active; inhibition, % at 4.4 µM; GPR7-expressing cells, fluorescence antagonist assay; P48145; AID 1861; in the data active = inhibition above about 16%, passing the limit was not always enough;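 note: cells stimulated with the agonist NPW; 0% = agonist with vehicle and 100% = vehicle without agonist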
Target sequence (P48145 whole entry, looked up): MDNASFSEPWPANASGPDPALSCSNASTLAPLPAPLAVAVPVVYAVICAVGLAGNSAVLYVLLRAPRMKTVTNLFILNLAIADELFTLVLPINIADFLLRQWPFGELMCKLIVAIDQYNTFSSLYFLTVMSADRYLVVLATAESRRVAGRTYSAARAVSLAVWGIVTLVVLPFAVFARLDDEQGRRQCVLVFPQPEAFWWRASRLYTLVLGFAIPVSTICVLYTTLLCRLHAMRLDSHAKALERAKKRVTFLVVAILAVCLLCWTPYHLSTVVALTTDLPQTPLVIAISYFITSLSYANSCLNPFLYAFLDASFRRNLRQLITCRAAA
TAAR1 antag – antagonists of human TAAR1. CHO RD-HGA16 TAAR1, Fluo-8 calcium fluorescence, antagonist. inhibition, % at 3 µM. 1.5% of 360,000 active;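 active = inhibition above a per-plate cutoff, the mean inhibition of test compounds on that plate plus 3 SD, cut at about 49% in these data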;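 note: 0% = DMSO plus EC80 beta-PEA response and 100% = DMSO alone without agonist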
Target sequence (Q96RJ0 whole entry, looked up): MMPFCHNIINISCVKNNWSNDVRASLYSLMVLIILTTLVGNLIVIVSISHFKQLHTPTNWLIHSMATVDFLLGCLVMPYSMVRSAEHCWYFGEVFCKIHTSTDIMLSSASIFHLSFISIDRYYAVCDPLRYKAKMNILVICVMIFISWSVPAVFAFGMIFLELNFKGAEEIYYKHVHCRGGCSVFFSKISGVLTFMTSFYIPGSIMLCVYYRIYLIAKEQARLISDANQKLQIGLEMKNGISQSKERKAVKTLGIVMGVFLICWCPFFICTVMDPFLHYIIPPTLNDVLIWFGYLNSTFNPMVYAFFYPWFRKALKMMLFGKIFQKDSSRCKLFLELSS
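Material: RD-HGA16 CHO cells with stable hTAAR1 and Gα16; Dosing: single nominal final test compound concentration of 3 µM; Schedule: seeding 17-24 h prior, 75-min 37 °C, 30-min RT dye loading; Detection: kinetic Fluo-8 calcium fluorescence measurement; Measure: % inhibition from peak post-agonist over basal fluorescence ratio; Benchmarks: vehicle and agonist controls.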
OXTR agonist – agonists of human oxytocin receptor; P30559; CHO-OTR cells, Fluo-8 calcium fluorescence; normalized: DMSO 0%, oxytocin 100%; activation, % at 3 µM; 0.32% of 320,000 active; AID 2435;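 active = activation above the mean of all tested compounds plus 3 SD, cutoff set per screening run, cut at about 20% in these data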;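 note: peak over basal fluorescence ratio from a 100 s FLIPR kinetic read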
CHO parental Ca – counter-screen: ATP calcium response change in parental CHO cells; parental CHO-K1, ATP-induced calcium, Fluo-8 fluorescence; inhibition, % at 5.6 µM; 0.63% of 330,000 active;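 active = inhibition above that plate's mean sample inhibition plus 3 SD, cut at about 26% in these data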;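 note: 0% = ATP-challenged DMSO wells and 100% = DMSO wells without ATP; some compounds past the cut are filed as inactive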
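Test system: untransfected parental CHO cell line. Compound: one dose, 5.6 µM nominal. Detection: intracellular calcium via Fluo-8 no-wash fluorescent dye. Measure: % inhibition. Benchmarks: ATP-challenged DMSO wells low, unchallenged DMSO wells high.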
V1R ag counter – activates human V1a receptor in oxytocin agonist counter-screen. P37288. CHO-V1R cells, Fluo-8 calcium fluorescence, agonist mode; 0% DMSO, 100% 3 nM vasopressin. activation, % at 3 µM. 0.25% of 320,000 active. AID 2797;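 active = activation above the mean activation of all tested compounds plus 3 SD, per screening run, cut at about 20% in these data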;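 note: signal is peak over basal fluorescence ratio across a 100 second FLIPR read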
CHO-K1 Ca ag – counter-screen for M1 agonists: effect in parental CHO-K1 cells; 0.48% of 360,000 active; Fluo-8 calcium fluorescence; scaled to maximal ATP response, vehicle zero; activation, % at 3 µM; in the data active = activation above about 15%;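 note: untransfected CHO-K1 host cells lacking M1 receptor as counterscreen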
* marks the source's active call; other numbers are inactive results; . = no result given. Compounds were not picked by outcome; 3.5% or so of the library scored in one or more.

SMILES	CHO-K1 Ca antag	M1 PAM parental	OXTR potentiate	GPR7 antag	TAAR1 antag	OXTR agonist	CHO parental Ca	V1R ag counter	CHO-K1 Ca ag
COc1ccc(NC(=O)c2cc(-c3cc(Cl)ccc3OC)n[nH]2)c(C)c1	5	-7	.	.	44	.	.	.	2.0
Cc1ccc(-c2cc(-c3ccccc3Cl)[nH]n2)c(O)c1	-11	13	-5	-21	20	1.0	6	1.2	0.4
CCOc1ccc(Cl)cc1C(c1c(C)[nH][nH]c1=O)c1c(C)[nH][nH]c1=O	-1	4	.	-22	-7	.	.	.	2.8
CC(C)c1ccc(C2NC(C(=O)O)CS2)cc1 (stereo not drawn)	1	-3	-3	0	-4	-0.2	0	1.4	-0.2
CCOc1cc(N2CCOCC2)c(OCC)cc1NC(=O)C(NC(=O)c1ccco1)C(C)C (stereo not drawn)	4	10	2	0	-2	-0.9	-10	1.1	-0.3
COc1ccccc1OC(C)C(=O)Nc1ccccc1C(=O)NCC1CCCO1 (stereo not drawn)	-24	19	-4	-1	0	0.7	-12	0.2	3.1
Nc1c(Cl)ncnc1N/N=C/c1cccnc1	-4	16	-3	-12	-21	-0.6	0	0.1	1.0
CCC(C(=O)OC)n1cnc2scc(-c3ccc(C)c(C)c3)c2c1=O (stereo not drawn)	4	7	-10	-14	13	-1.2	-30	2.4	2.4
Cc1nc2ccccc2nc(C)c1=NO	-12	-2	-2	-4	11	0.1	0	-0.3	0.0
CC(C)Cn1c(N)c(C(=O)CSc2n[nH]c(N)n2)c(=O)n(C)c1=O	2	-16	-5	.	-12	0.2	-1	0.8	0.1
CCCCCC(=O)Nc1ccc(-c2csc(C)n2)cc1	-12	22	0	-5	-10	-1.2	-8	0.8	0.8
N#Cc1cc2cc3c(cc2nc1SCC(=O)N1CCOCC1)OCCO3	-4	-10	-8	-5	-9	-0.3	-9	-0.3	0.0
Cc1cccc(COCC(Cc2ccccc2)N2CCN(C(=O)c3cccc(Cl)c3)CCC2=O)c1 (stereo not drawn)	-5	-10	-11	-2	29	-1.8	-20	0.0	-0.8
C/C(=N/Nc1nc(-c2ccccc2)cc(-c2ccc(F)cc2)n1)c1cccc(N)c1	-11	18	-10	-5	25	-2.6	-12	-0.6	0.7
Cc1noc(NS(=O)(=O)c2ccc(NC(=O)CSc3nnc(-c4ccccc4)n3C3CCCCC3)cc2)c1C	-10	20	-2	-3	5	-0.5	-13	0.3	-0.2
Cc1ccc(Nc2nc(N)nc(CSc3nncn3C)n2)cc1	-7	16	-4	0	-15	-0.2	-5	-0.2	0.3
COC(=O)c1ccccc1NS(=O)(=O)c1ccc2c3c(cccc13)C(=O)N2	-8	9	-9	-11	24	2.2	-17	2.5	6.0
O=C(CCN1C(=O)/C(=C/c2cccs2)SC1=S)Nc1ccc(C(=O)O)cc1	16	10	-6	1	19	2.4	-16	1.4	0.6
CC1(C(=O)NS(=O)(=O)c2cccc(F)c2)CCN1C(=O)CCC1CCCC1 (stereo not drawn)	-2	-2	.	.	-7	.	.	.	0.3
CCC(C)N(C(=O)COC(=O)c1cc([N+](=O)[O-])ccc1N)C1CCS(=O)(=O)C1 (stereo not drawn)	13	-20	-5	-10	-2	-0.6	5	0.2	0.1
CCCNC(=O)CCn1nc(-c2ccc(C)cc2)c2ccccc2c1=O	-21	21	1	-6	-8	-1.7	-18	-1.1	-0.3
O=C(NNC(=O)c1ccc2ccccc2c1O)NC1CCCCC1	-4	-4	.	8	-16	.	.	.	0.6
Cc1ccc(NC(=O)c2c(C(=O)Nc3ccccc3)sc3nc(C)cc(=O)n23)cc1	7	7	-9	1	1	-0.5	-9	1.0	0.1
CCOC(=O)c1[nH]cnc1C(=O)Nc1ccccn1	-23	9	2	0	7	1.0	-5	0.4	0.9

Compound profiles, from the list above. Values in the order: CHO-K1 Ca antag	M1 PAM parental	OXTR potentiate	GPR7 antag	TAAR1 antag	OXTR agonist	CHO parental Ca	V1R ag counter	CHO-K1 Ca ag
C/C(=N/Nc1nc(-c2ccccc2)cc(-c2ccc(F)cc2)n1)c1cccc(N)c1 in the list: -11	18	-10	-5	25	-2.6	-12	-0.6	0.7
Cc1ccc(Nc2nc(N)nc(CSc3nncn3C)n2)cc1 in the list: -7	16	-4	0	-15	-0.2	-5	-0.2	0.3
Cc1ccc(NC(=O)c2c(C(=O)Nc3ccccc3)sc3nc(C)cc(=O)n23)cc1 in the list: 7	7	-9	1	1	-0.5	-9	1.0	0.1

Going on with the list.
SMILES	CHO-K1 Ca antag	M1 PAM parental	OXTR potentiate	GPR7 antag	TAAR1 antag	OXTR agonist	CHO parental Ca	V1R ag counter	CHO-K1 Ca ag
Cc1ccc2nc(SCC(=O)Nc3ccc(Cl)cc3)nc(=O)n2c1	-9	8	1	.	-25	2.1	-15	1.7	0.6
COc1ccccc1/C=C1\CCCC2=C1Nc1nnnn1C2c1ccccc1OC (stereo not drawn)	11	-5	-8	3	-5	-0.3	1	-0.6	-0.6
COc1ccc(S(=O)(=O)N(C)C[C@H]2Oc3c(NC(=O)Nc4ccc5c(c4)OCO5)cccc3C(=O)N([C@H](C)CO)C[C@@H]2C)cc1	-7	-10	-3	.	38	0.6	-24	0.8	1.7
N#C/C(=C\c1cccc([N+](=O)[O-])c1)C(=O)NCC1CCCO1 (stereo not drawn)	-12	18	-12	2	14	-0.3	-8	0.6	0.4
CCCCN(C)C(=O)C(Cc1ccccc1)NS(=O)(=O)c1ccc2c(c1)CCC(=O)N2 (stereo not drawn)	0	-2	1	8	-2	0.5	0	-0.5	0.9
COc1cc(/C=C/C(=O)OCC(=O)Nc2nnc(-c3ccccc3)o2)cc(OC)c1OC	-5	3	-3	.	10	3.0	-15	0.0	0.8
CN(C)S(=O)(=O)N1CCC(Oc2ccc(C(=O)NCCc3cscn3)cc2)CC1	-3	7	-13	-16	6	1.6	1	2.9	2.1
O=C(CCCOc1ccccc1)OCn1nnc2ccccc2c1=O	-20	20	-9	-3	5	-1.2	-11	0.0	2.4
CC1CC(C)CN(C(=O)COC(=O)C2CCN(S(=O)(=O)c3c(Cl)cccc3Cl)CC2)C1 (stereo not drawn)	2	1	-3	.	12	0.6	3	1.3	4.5
CCOC(=O)c1c(-c2ccco2)csc1N	-1	13	-1	-7	-4	-1.4	-11	-1.7	0.2
CCCCc1n[nH]c2c1/C(=N/O)CC(C)(C)C2	-4	11	-6	-8	-4	-1.2	-5	-0.1	4.4
COC(C/C=C/[C@@H](O)COCc1ccccc1)OC	0	12	-4	.	9	-0.1	-4	-0.2	11
COc1ccc(C(C)=O)cc1COC(=O)CNC(=O)c1ccc(Cl)cc1	29*	-14	-6	-3	-17	-1.0	-19	1.9	11
CCC(=O)Nc1cc(ON=C(C)C)cc([N+](=O)[O-])c1	-1	14	0	-8	10	-2.0	1	-0.8	0.8
CC(C)(C)OC(=O)N(CCc1ccccc1)Cc1ccccc1OCc1cccc(NC(=O)/C=C/c2ccccc2)c1	-24	9	.	.	-13	.	.	.	0.2
Cc1nn(Cc2ccccc2Cl)c(C)c1C(=O)N(C)CC(=O)Nc1cccc(F)c1	-1	10	-5	.	4	6.7	-17	7.0	1.7
N#Cc1c(SCC(=O)Nc2ccc(Cl)cc2Cl)sc2c(O)cc(=O)[nH]c12	-7	0	-3	-4	4	0.2	7	-0.2	-0.2
COc1cccc(-c2cc(C(F)(F)F)nc(NCc3ccco3)n2)c1	-1	16	-19	-6	-4	-1.6	-25	0.0	0.3
Cc1ccc(Cn2c(Sc3ncccn3)nc3c2c(=O)[nH]c(=O)n3C)cc1	-1	0	-15	0	-7	0.6	-24	-0.1	0.2
COc1ccccc1C1c2[nH]c3ccccc3c2CCN1Cc1ccc(NC(C)=O)s1 (stereo not drawn)	0	-5	-1	-2	-20	2.8	-31	2.2	2.4
CCOC(=O)c1ccc(NC(=O)CC2C(=O)N(c3cccc(OC)c3)C(=O)N2CCOC)cc1 (stereo not drawn)	-6	7	-6	7	1	1.0	-7	0.9	1.4
O=C(CCCOc1ccc(Br)cc1)Nc1ccc(S(=O)(=O)N2CCOCC2)cc1	5	-10	-19	.	43	11	35*	9.3	13
COc1ccc(C(=O)NCCN(C)C)c2nc3ccccc3cc12	-15	23	.	.	-25	.	.	.	2.2
O=C(COC(=O)c1ccc(F)c(S(=O)(=O)N2CCOCC2)c1)c1ccccc1	-17	-9	-4	.	-37	4.2	-16	5.4	-0.1
COCC(=O)N[C@@H]1c2ccccc2CC[C@@H]1OCc1ccccc1	-9	-9	.	.	1	.	-14	.	-0.3
CCC(=O)c1ccc(OCC(=O)OCC(=O)N2CCc3ccccc32)cc1	-3	-9	1	.	11	0.3	-11	0.9	1.3
CN(C)CCNC(=O)c1cccc(-c2cnc3c(NC=O)cc(-c4ccccc4F)cn23)c1	-8	8	.	.	-13	.	.	.	-0.1
COCCNC(=O)c1cc(Sc2nnc(C)s2)nc2ccccc12	.	.	-2	-3	.	-1.8	-10	0.2	.
Cc1ccc(N2NC(=O)/C(=C/C=C/c3ccco3)C2=O)cc1C	-8	11	-1	-12	29	-0.6	-11	-0.4	-0.1
CCC(Oc1ccccc1)C(=O)NC1C(=O)N2C1SC(C)(C)C2C(=O)O (stereo not drawn)	0	3	-7	-4	11	-1.5	-14	5.3	0.1
O=C(Nc1ccc2c(c1)OCO2)c1ccncc1	-2	18	7	-7	11	-0.7	1	2.4	0.3
Cc1noc(C)c1C(=O)NCCCc1ccccc1	-21	-10	-2	-8	-14	0.4	1	0.0	0.0
O=C(NCc1ccccc1Br)c1cccc2c1C(=O)c1ccc(N3CCC(Cc4ccccc4)CC3)cc1S2(=O)=O	-2	10	-4	.	.	4.7	-8	3.4	0.0
COc1ccc(NC(=O)CSCC(=O)OCc2cccc(OC)c2OC)cc1	2	5	-1	.	21	2.3	-14	2.3	3.4
Brc1ccc(C2=CC(c3ccco3)n3nnnc3N2)cc1 (stereo not drawn)	-3	16	-6	-8	-17	-2.5	3	-1.3	0.8
Cc1ccc(C(C[N+](=O)[O-])c2c(C)cc3ccccn23)cc1 (stereo not drawn)	5	-7	-7	-8	10	-1.3	-19	0.0	0.5
CCC1=C(OC(=O)N(CC)CC)N2C(=O)OC(=NCCOC)[C@]2(Cc2ccccc2)[C@H]2C1=CC[C@H]1C(=O)NC(=O)[C@H]12	1	-1	-8	.	-8	0.2	-20	-0.2	-0.2
CCC(=O)N1c2ccccc2NC2=C(C(=O)CC(C)(C)C2)C1c1ccc(O)c(OC)c1 (stereo not drawn)	-1	20	-10	6	0	0.3	-5	-0.1	1.3
COc1ccc(C(=O)OCC(=O)NCCCc2ccccc2)cc1[N+](=O)[O-]	0	-4	-15	-7	4	0.5	-25	1.1	0.5
COc1cc(C(c2c(O)cc(C)[nH]c2=O)c2c(O)cc(C)[nH]c2=O)ccc1O	0	4	.	-15	11	.	.	.	0.4

Assay outcomes from PubChem.
